# Yfh1-depleted yeast: enhancers of respiration in Yfh1-depleted yeast, dose response, Friedreich's ataxia, plus single-dose screen (AID 1465) | S. cerevisiae Yfh1-off respiration, WST-1 reduction, 72 h; higher fold induction means a stronger effect | fold induction at 50 µM, or EC50 in µM where a hit was titrated | 0.074% of 220,000 active;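 active means fold induction of absorbance versus untreated yeast above a set limit, then at least 30% activation at any dose in follow-up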;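 further: activators that raise dye reduction in frataxin-depleted yeast; strong numbers were not always called active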
# XIAP displacement: XIAP antagonists, biochemical, IAP family, fluorescence polarization (AID 1018); XIAP BIR domain, fluorescence polarization peptide displacement; higher % means a stronger effect; E3 ubiquitin-protein ligase XIAP (Homo sapiens); displacement, % at 20 µM, or IC50 in µM where a hit was titrated; 0.007% of 200,000 active; in the data active means displacement above about 50%; further: a part of the inactive calls stands beside numbers as strong as those of hits
# ER stress rescue: rescue of cells from ER stress-induced death, primary screen, 384-well, CSM14.1, thapsigargin, ATP luminescence (AID 1222); CSM14.1 thapsigargin-induced death rescue, ATP luminescence; higher % means a stronger effect; cellular ATP content (survival), % at 20 µM, or EC50 in µM where a hit was titrated; 190,000 tested, under 10 active;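 active means EC50 below 50 µM in the dose-response confirmation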;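 further: death triggered by thapsigargin at about 15 µM added after 2 h compound pretreatment; cell ATP read after overnight thapsigargin exposure of roughly 18 to 22 hours; normalized against plate controls of thapsigargin alone and 5% DMSO vehicle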
# P. falciparum M17LAP: P. falciparum M17LAP inhibitors, primary screen, biochemical, fluorogenic H-Leu-NHMec substrate, 1536-well (AID 1619); recombinant M17LAP, H-Leu-NHMec fluorogenic kinetic assay; higher % means a stronger effect; inhibition, % at 30 µM, or IC50 in µM where a hit was titrated; 0.38% of 220,000 active;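 active means compound inhibiting the enzyme by more than half at any dose during confirmatory dose-response retesting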;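 further: plate controls were full reaction with DMSO carrier for no effect and no enzyme background for full effect; strong numbers were not always called active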
# human PMI inhibitors: human PMI inhibitors, high substrate, primary screen, biochemical, fluorescence intensity, high mannose 6-phosphate (AID 1220) | Mannose-6-phosphate isomerase (Homo sapiens) | recombinant PMI enzyme, coupled fluorescence intensity; higher % means a stronger effect | one-dose inhibition, % at 20 µM; IC50 in µM for titrated hits | 0.66% of 190,000 active; in the data active means inhibition above about 50%
# West Nile virus CPE: West Nile virus antiviral activity, cell-based, CPE readout (AID 1621); West Nile virus-infected cells, CPE inhibition; higher % means a stronger effect; CPE inhibition, % at 10 µM, or IC50 in µM where a hit was titrated; 0.02% of 290,000 active; in the data active means a potency from the dose series; further: strong numbers were not always called active
# Siah-1 displacement: Siah-1 peptide-binding antagonists, primary screen, biochemical, fluorescence polarization, rhodamine-plectin, uHTS (AID 1817); Siah-1 / rhodamine-plectin peptide fluorescence polarization; higher % means a stronger effect; displacement, % at 20 µM, or IC50 in µM where a hit was titrated; 0.02% of 290,000 active;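 active means displacement of at least 50% at 20 µM, with a fluorescence ratio check between 0.3 and a set limit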;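 further: plate controls were Siah plus tracer with DMSO for no effect and tracer alone without Siah for full effect; strong numbers were not always called active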
# M1AAP inhibition: P. falciparum M1AAP inhibitors, biochemical, fluorogenic H-Leu-NHMec substrate, 1536-well (AID 1445); Aminopeptidase N (Plasmodium falciparum (isolate 3D7)); 0.42% of 220,000 active; recombinant M1AAP, H-Leu-NHMec fluorogenic kinetic assay; higher % means a stronger effect; inhibition, % at 30 µM, or IC50 in µM where a hit was titrated;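 active means primary inhibition above the hit cutoff, then over 50% inhibition at one or more dose response concentrations, cut at about 23% in these data, passing the limit was not always enough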;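 further: plate controls were DMSO full reaction for no effect and no enzyme background for full effect; strong numbers were not always called active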
# Salmonella PhoP GFP: inhibitors of PhoP regulon expression, primary screen, Salmonella Typhimurium, GFP reporter (AID 1863); S. Typhimurium PhoP-regulated promoter GFP reporter, 4 h; higher % means a stronger effect; inhibition, % at 50 µM, or IC50 in µM where a hit was titrated; 0.16% of 300,000 active;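 active means inhibition over 29.93%, a cutoff 3 SD above the screen mean, later confirmed by dose response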;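 further: 0% = low Mg2+ inducing control and 100% = high Mg2+ repressing control; strong numbers were not always called active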
# An asterisk follows results filed as active; i = inactive; · = not tested or not shown. An unsorted share of the library (roughly 1.6% active in at least one column).
SMILES,Yfh1-depleted yeast,XIAP displacement,ER stress rescue,P. falciparum M17LAP,human PMI inhibitors,West Nile virus CPE,Siah-1 displacement,M1AAP inhibition,Salmonella PhoP GFP
C=CCn1c(SCC(=O)Nc2ccc(NC(=O)c3ccco3)c(OC)c2)nnc1-c1ccncc1,i,-4.9%,-1.4%,8%,15%,2.3%,-4%,13%,-12%
CC(=O)OC[C@]1(OC(C)=O)C[C@@]23CC[C@H]4[C@@](C)(CCC[C@@]4(C)C(=O)O)[C@@H]2CC[C@@H]1C3,i,-8.0%,-5.3%,2%,16%,-0.2%,5%,0%,5%
O=C(CSC1=NCCS1)Nc1ccc(F)cc1,i,-4.2%,-2.3%,6%,-2%,0.6%,5%,4%,7%
CCOC(=O)N1CCN(c2nc(-c3ccc(OC)cc3)no2)CC1,i,-2.4%,-1.7%,4%,1%,-1.1%,-6%,-3%,-7%
CCCOc1cccc(C2C(C(=O)c3ccco3)=C(O)C(=O)N2CCN(CC)CC)c1 (stereo unspecified),i,-2.4%,-0.7%,14%,10%,-0.2%,-2%,-4%,-1%
COC(=O)c1ccc(-c2ccco2)n1Cc1cc(C)ccc1C,i,-5.9%,-1.4%,10%,-12%,0.0%,3%,21%,-2%
OC(CN1C2=NCCN2c2ccccc21)c1ccccc1 (stereo unspecified),i,-1.8%,-0.4%,-9%,-1%,-0.7%,5%,-8%,13%
COc1ccc(-c2csc(/N=C/N(C)C)n2)cc1OC,i,-3.1%,-0.8%,3%,-9%,-0.5%,3%,12%,-8%
CCCC12CN3CCN(CC(C3)/C1=N\NC(=O)c1ccccc1N)C2,i,-8.4%,-2.3%,-6%,-3%,-0.1%,6%,-3%,-1%
CC(=O)N1CCN(Cc2nc3cc(NC(=O)Cn4nc(C)c5ccccc5c4=O)ccc3n2C)CC1,·,-13%,-0.2%,-1%,-2%,·,2%,-1%,2%
NC(=O)NC(Cc1ccccc1)c1ccccc1 (stereo unspecified),i,-0.2%,-0.3%,8%,-7%,0.6%,4%,4%,-9%
O=C(NCCCCO)c1ccc2c3c(cccc13)CC2,i,-1.9%,1.2%,1%,-3%,-0.5%,6%,7%,-2%
c1coc(-c2nn3c(Cn4nnc5ccccc54)nnc3s2)c1,i,-7.4%,-0.8%,-1%,14%,-0.8%,-9%,1%,2%
Cc1cccc(C)c1OCC(=O)N/N=C/c1ccncc1,i,-10%,-2.2%,-9%,4%,0.2%,4%,11%,-6%
Cc1cccc(-c2nc(=S)c3c(o2)CCCC3)c1,i,-2.2%,2.7%,6%,6%,0.2%,2%,9%,5%
COc1ccc(C(c2sc3ncnn3c2O)N2CCN(c3ccccc3F)CC2)cc1OC (stereo unspecified),i,0.3%,-1.4%,11%,16%,0.6%,5%,8%,-7%
O=C1CCCC2=C1C(c1cccs1)n1ncnc1N2 (stereo unspecified),i,-4.0%,-0.1%,10%,10%,0.1%,3%,-6%,5%
S=C(Nc1ccccc1Cl)N(CCCN1CCOCC1)Cc1ccco1,i,-1.1%,1.4%,-11%,8%,-1.9%,0%,-5%,-8%
Cc1cc(C(=O)COc2ccccc2[N+](=O)[O-])c(C)n1-c1cccc(S(=O)(=O)N2CCOCC2)c1,i,-5.5%,1.2%,2%,23%,-1.7%,0%,1%,-7%
O=C(Nc1ccccc1)N1CCN2C(=O)c3ccccc3C12c1ccccc1 (stereo unspecified),i,-3.7%,-0.5%,2%,8%,-0.7%,4%,3%,0%
O=C(CN1CCN(c2cccc(C(F)(F)F)c2)CC1)Nc1cccc(C(F)(F)F)c1,i,-3.5%,1.0%,-4%,9%,-0.2%,8%,9%,-1%
C=CCc1cc(Cl)ccc1OCCCNC(C)CC (stereo unspecified),i,-2.9%,-1.1%,3%,-3%,-1.1%,6%,6%,4%
Cn1c(=O)c2c(ncn2CC(=O)Nc2nccs2)n(C)c1=O,i,·,·,-7%,·,0.1%,-6%,-8%,2%
CCCc1nc2oc3c(Cl)ncnc3c2c2c1CCCC2,i,·,·,2%,·,-0.9%,1%,5%,-14%
CCCCNCc1cc(Br)c(OCc2cccs2)c(OC)c1,i,-3.0%,-1.7%,0%,13%,-0.7%,2%,12%,4%

# Sorted by formula weight (largest number first): some entries from above
SMILES,Yfh1-depleted yeast,XIAP displacement,ER stress rescue,P. falciparum M17LAP,human PMI inhibitors,West Nile virus CPE,Siah-1 displacement,M1AAP inhibition,Salmonella PhoP GFP
C=CCn1c(SCC(=O)Nc2ccc(NC(=O)c3ccco3)c(OC)c2)nnc1-c1ccncc1,i,-4.9%,-1.4%,8%,15%,2.3%,-4%,13%,-12%
CCCOc1cccc(C2C(C(=O)c3ccco3)=C(O)C(=O)N2CCN(CC)CC)c1 (stereo unspecified),i,-2.4%,-0.7%,14%,10%,-0.2%,-2%,-4%,-1%
O=C(Nc1ccccc1)N1CCN2C(=O)c3ccccc3C12c1ccccc1 (stereo unspecified),i,-3.7%,-0.5%,2%,8%,-0.7%,4%,3%,0%
CCCC12CN3CCN(CC(C3)/C1=N\NC(=O)c1ccccc1N)C2,i,-8.4%,-2.3%,-6%,-3%,-0.1%,6%,-3%,-1%

# (further entries)
SMILES,Yfh1-depleted yeast,XIAP displacement,ER stress rescue,P. falciparum M17LAP,human PMI inhibitors,West Nile virus CPE,Siah-1 displacement,M1AAP inhibition,Salmonella PhoP GFP
O=C1CCCN1c1cc(Cl)ccc1Cl,i,28%,·,8%,-7%,0.2%,0%,-4%,12%
O=C(c1ccccn1)c1conc1C(=O)c1ccc(Br)cc1,i,-5.6%,-9.4%,3%,20%,-0.4%,5%,3%,15%
CCCNC(=S)Nc1ccc2nc(-c3ccccn3)c(-c3ccccn3)nc2c1,·,-3.5%,1.4%,-40%,-9%,·,-2%,10%,-4%
COc1cc2cnc(Cl)nc2cc1OC,i,·,-0.9%,2%,55%*,0.3%,-7%,1%,11%
CC(=O)C1=C(C)N(c2ccccc2)C(=O)C1(NS(=O)(=O)c1ccc(N)cc1)C(F)(F)F (stereo unspecified),i,-5.3%,1.9%,5%,0%,0.1%,2%,2%,7%
Cn1c(=O)[nH]c(=O)c2c1nc(N1CCOCC1)n2CC(=O)c1ccccc1,i,-4.2%,1.0%,-25%,16%,-0.3%,-1%,1%,-6%
COC(=O)c1ccccc1NC(=O)COC(C)=O,i,3.6%,-0.9%,-2%,0%,-0.1%,-3%,12%,9%
COc1ccc2c(c1)SC(C)CC2=O (stereo unspecified),i,-8.5%,-3.2%,-4%,-3%,0.0%,-11%,7%,10%
Nc1nnc(SCc2ccccc2F)s1,i,·,·,11%,·,1.1%,-2%,1%,11%
C/C(O)=C(\C#N)P(=O)(c1ccccc1)c1ccccc1,i,·,·,0%,·,1.2%,-3%,11%,-8%
O=C(CSc1ccccc1)NC(=O)NCc1ccccc1,i,·,·,6%,·,0.3%,7%,5%,0%
O=C(NC1CCN(Cc2ccccc2)CC1)C1CCN(c2nnc(-n3cccc3)s2)CC1,i,-5.4%,·,-2%,0%,-0.8%,-6%,6%,7%
O=C(Nc1nnc(-c2ccccc2)o1)c1cc(Cl)sc1Cl,i,-11%,-4.0%,14%,-18%,0.3%,-2%,4%,11%
Cc1ccc2nc(NC(=O)C3CCN(S(=O)(=O)c4cccs4)CC3)sc2c1,i,-2.8%,-1.4%,2%,8%,0.8%,0%,9%,3%
O=C1OCCC1Sc1nc2ccccc2c(=O)n1Cc1ccc(F)cc1 (stereo unspecified),i,-4.1%,-1.0%,8%,13%,-0.1%,-1%,9%,-2%
CCc1cc(=O)n2c([nH]c3ccccc32)c1C#N,i,-12%,-0.7%,-32%,16%,-0.3%,-6%,-1%,3%
CO[C@@]1(NC(=O)CSCC#N)C(=O)N2C(C(=O)O)=C(CSc3nnnn3C)CS[C@@H]21,i,-2.3%,-3.0%,36%,-2%,0.7%,7%,4%,3%
COC(=O)c1c(C)nn(-c2ccccc2)c1N,·,-8.6%,-3.0%,-8%,4%,·,0%,0%,-4%
COC(=O)C1C/C(=N\NS(=O)(=O)c2ccc(C)cc2)c2ccsc2C1 (stereo unspecified),i,-4.0%,1.0%,11%,1%,-0.6%,4%,0%,-7%
Cc1ccnc(NC(c2ccncc2)c2c(C)[nH]c3ccccc23)c1 (stereo unspecified),i,-3.1%,-2.1%,3%,22%,-0.4%,5%,0%,0%
CCCc1ccc(OCc2nc(-c3ccc(NC(=O)c4cccs4)cc3)no2)cc1,i,-0.5%,-4.4%,-3%,-15%,-1.4%,5%,5%,-7%
NC(=O)NCC12CC3CC(CC(C3)C1)C2,i,-8.6%,-1.1%,3%,0%,-0.2%,0%,-2%,-3%
CC1(C)Cc2nc3oc4c(=O)n(CC(=O)Nc5cccc(Cl)c5)cnc4c3cc2CO1,i,·,·,-12%,·,-0.6%,4%,-2%,-10%
CC(C)(C)C(=O)Nc1ccccc1C(=O)NCc1ccco1,i,-2.3%,·,-3%,13%,0.2%,4%,8%,6%
O=C(NC1CCN(Cc2ccccc2)CC1)c1cccc(S(=O)(=O)Nc2cc(C(F)(F)F)ccc2Cl)c1,i,-7.0%,1.0%,19%,2%,-0.2%,-1%,15%,1%
O=C(COc1ccccc1)NNc1nc2ccccc2s1,i,·,·,7%,·,0.0%,-3%,-1%,-4%
Cc1noc2ncnc(Oc3cc(Cl)ccc3Cl)c12,i,-6.9%,-2.7%,0%,-4%,-0.2%,-3%,16%,-12%
CCCCCCCCNC(=O)CC(NS(=O)(=O)c1ccc(NC(C)=O)cc1)C(C)C (stereo unspecified),i,-12%,-2.4%,-10%,9%,-1.3%,-5%,5%,0%
Cc1ccc(C(C)C)c(OCc2nnc3n2CCCCC3)c1,i,-3.1%,-1.7%,-15%,0%,0.2%,0%,1%,13%
O=C(NC1CCCCC1)C(c1ccc2ncccc2c1)N(Cc1ccc(F)cc1)C(=O)c1cccs1 (stereo unspecified),i,0.5%,-1.3%,9%,12%,0.4%,6%,-2%,10%

# Compounds shown so far containing a COOH group, in the order listed:
SMILES,Yfh1-depleted yeast,XIAP displacement,ER stress rescue,P. falciparum M17LAP,human PMI inhibitors,West Nile virus CPE,Siah-1 displacement,M1AAP inhibition,Salmonella PhoP GFP
CC(=O)OC[C@]1(OC(C)=O)C[C@@]23CC[C@H]4[C@@](C)(CCC[C@@]4(C)C(=O)O)[C@@H]2CC[C@@H]1C3,i,-8.0%,-5.3%,2%,16%,-0.2%,5%,0%,5%
CO[C@@]1(NC(=O)CSCC#N)C(=O)N2C(C(=O)O)=C(CSc3nnnn3C)CS[C@@H]21,i,-2.3%,-3.0%,36%,-2%,0.7%,7%,4%,3%
